# BLM helicase inh: blocks DNA unwinding by human BLM helicase; P54132; recombinant BLM DNA unwinding, fluorescence dequenching; Potency, µM (series often up to 56.1 µM), for the others: top-dose activity change, negative = inhibition, usual class: inhibitors; hit rate 0.2% among 350,000; AID 2528;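 also: potency is read from the fitted curve at half-maximal effect; plate controls were vehicle for no effect and no enzyme for full effect; nearly all actives have a fitted effect of over 35% in size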
# POLH inh: DNA polymerase eta (human) inhibition. hit rate 1.2% among 390,000. recombinant Pol eta, fluorescent DNA replication assay. AID 588591. Potency, µM (doses to about 114 µM), for inactives: at the top dose activity change, negative = inhibition, actives largely listed as inhibitors; also: potency is read from the fitted curve at half-maximal effect; % is scaled to controls: 0 for no effect and ±100 for the full control effect
#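 Pol eta at 10 nM preincubated with compounds 15 min at room temperature; reaction started with fluorescent substrate (50 nM final) and read kinetically at 0 and 10 min.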
# POLI inh: inhibitors of human DNA polymerase iota; Q9UNA4; Pol iota fluorescent replication assay, 10 min; Potency, µM (series often up to 115 µM), without a hit: at the top dose activity, negative = inhibition, most hits filed as inhibitors; hit rate 1% among 390,000; also: potency is read from the fitted curve at half-maximal effect
#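 Fluorescent replication assay read twice, at 0 min and 10 min after adding 50 nM (final) substrate. Enzyme (10 nM) and compounds were first incubated 15 min at room temperature; enzyme-free buffer wells were negative controls.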
# Pol kappa inh: blocks human DNA polymerase kappa activity. AID 588579. hit rate 0.53% among 400,000. Potency, µM (doses to about 107 µM), for the others: top-dose activity, negative = inhibition, actives largely listed as inhibitors. purified Pol kappa, fluorescent DNA synthesis assay, 10 min; also: potency is read from the fitted curve at half-maximal effect; % is scaled to controls: 0 for no effect and ±100 for the full control effect
#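 Activity was followed as the change in fluorescence between reads at 0 and 10 min after starting the reaction with 50 nM substrate. Beforehand, 10 nM polymerase had been preincubated with compound for 15 min at room temperature.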
# Tb PGK inh: blocks T. brucei phosphoglycerate kinase | P07378 | PGK/GAPDH coupled, Kinase-Glo luminescence, 60 min | Potency, µM (series often up to 57.5 µM), without a hit: top-dose activity change, negative = inhibition, actives largely listed as inhibitors | hit rate 0.043% among 380,000; also: potency is read from the fitted curve at half-maximal effect; % is scaled to controls: 0 for no effect and ±100 for the full control effect; nearly all actives have a fitted effect of over 60% in size
#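 Recombinant glycosomal PGK reaction used 1,3-bisphosphoglycerate generated in-well by GAPDH (100nM final) in 100mM TEA pH 7.6, 5mM MgCl2, 0.01% Tween-20. After 60 minutes at room temperature, ATP was read by Kinase-Glo Plus luminescence end-point.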
# Pol beta inh: inhibitors of human DNA polymerase beta; Pol beta primer extension/strand displacement, fluorescence kinetic; Potency, µM (highest dose often 114 µM), for the others: at the highest dose activity change, negative = inhibition, actives largely listed as inhibitors; hit rate 1.3% among 340,000; AID 485314; also: potency is read from the fitted curve at half-maximal effect; % is scaled to controls: 0 for no effect and ±100 for the full control effect
#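 Reaction started by 50 nM substrate onto compound-treated Pol beta (10 nM, 15 min preincubation, room temperature); plates read at 0 min and 10 min. Normalized concentration-effect data fitted by four-parameter Hill equation.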
# APEX1 inh: blocks human APE1 abasic DNA cleavage | P27695 | Potency, µM (titrated, usually from 65.8 µM), without a hit: top-dose activity change, negative = inhibition, usual class: inhibitors | AID 2517 | recombinant APE1, TAMRA/BHQ-2 abasic DNA cleavage fluorescence | hit rate 0.35% among 350,000;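 also: potency is read from the fitted curve at half-maximal effect; plate controls were vehicle for no effect and reference inhibitor for full effect; nearly all actives have a fitted effect of over 55% in size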
#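 Substrate: short duplex with […] THF abasic site, 5'-TAMRA and 3'-BHQ-2, 50 nM final. APE1 at 0.75 nM, preincubated 15 min RT with compound. Fluorescence increase from first to third read measured activity.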
# RXFP1 antagonist: blocks the human relaxin receptor RXFP1; HEK293-RXFP1, relaxin-stimulated cAMP HTRF, 30 min; stronger effect = lower value; activity change, negative = inhibition, % at 57.5 µM; AID 1259400; hit rate 0.59% among 350,000;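 active = activity change of -60% or lower, but not beyond a set lower limit; inconclusive = change between -60% and -40%, or beyond the set limit; inactive = change above -40%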; also: % is scaled to controls: 0 for no effect and ±100 for the full control effect
# Target sequence (Q9HBX9 whole entry, looked up): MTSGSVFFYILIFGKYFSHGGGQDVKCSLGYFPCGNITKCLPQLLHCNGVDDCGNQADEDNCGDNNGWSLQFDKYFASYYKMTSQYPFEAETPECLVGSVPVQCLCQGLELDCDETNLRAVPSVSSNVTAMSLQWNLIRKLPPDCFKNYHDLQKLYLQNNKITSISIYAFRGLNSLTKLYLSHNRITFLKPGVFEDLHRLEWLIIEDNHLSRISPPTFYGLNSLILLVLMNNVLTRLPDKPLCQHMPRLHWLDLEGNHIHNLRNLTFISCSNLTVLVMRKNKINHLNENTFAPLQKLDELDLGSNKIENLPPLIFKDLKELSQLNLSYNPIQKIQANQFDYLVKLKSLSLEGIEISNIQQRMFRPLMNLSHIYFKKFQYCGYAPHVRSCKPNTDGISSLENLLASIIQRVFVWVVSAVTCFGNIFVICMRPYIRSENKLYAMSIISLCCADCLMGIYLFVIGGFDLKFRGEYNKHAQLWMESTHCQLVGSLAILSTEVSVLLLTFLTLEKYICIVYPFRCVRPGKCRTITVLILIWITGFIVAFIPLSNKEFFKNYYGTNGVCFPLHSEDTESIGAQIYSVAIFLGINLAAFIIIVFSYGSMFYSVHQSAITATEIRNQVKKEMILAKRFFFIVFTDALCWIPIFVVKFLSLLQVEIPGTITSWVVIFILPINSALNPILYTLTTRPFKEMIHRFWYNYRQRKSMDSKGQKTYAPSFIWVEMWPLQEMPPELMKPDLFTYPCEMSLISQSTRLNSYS
# Anesthetic bind: binds horse apoferritin like a general anesthetic. P02791. apoferritin/1-aminoanthracene competitive binding, fluorescence. Potency, µM (highest dose often 77.5 µM), for inactives: top-dose activity change, negative = displacement, usual class: inhibitors. hit rate 0.074% among 350,000. AID 485281; also: potency is read from the fitted curve at half-maximal effect; % is scaled to controls: 0 for no effect and ±100 for the full control effect; nearly all actives have a fitted effect of over 20% in size
# Target sequence (P02791 2-175 limits assumed): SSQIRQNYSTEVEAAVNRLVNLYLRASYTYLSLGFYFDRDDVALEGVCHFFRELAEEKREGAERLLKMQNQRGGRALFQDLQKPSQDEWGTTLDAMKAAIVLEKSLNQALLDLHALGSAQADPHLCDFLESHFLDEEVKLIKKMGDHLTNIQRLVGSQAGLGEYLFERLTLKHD
#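 Probe: 1-aminoanthracene (50% saturated, PBS). Protein: horse-spleen apoferritin, 10 uM. Incubation: 10 min, room temperature. Detection: 380 nm excitation, 535 nm emission. Analysis: normalized response, four-parameter Hill.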
# An asterisk follows results filed as active; i = inactive; ? = inconclusive; / = no result given; [ ] = another dose, or the depositor's remark. Unless noted, calls follow the shape of the dose curve; as a rule, active = well fitted curve in the direction sought with a large enough effect; inconclusive = small, poorly fitted or top-dose-only effect, or another doubt; inactive = no such curve, though single readings can be large; an effect the other way counts as inactive or inconclusive.
SMILES,BLM helicase inh,POLH inh,POLI inh,Pol kappa inh,Tb PGK inh,Pol beta inh,APEX1 inh,RXFP1 antagonist,Anesthetic bind
O=C(NC1CCCCC1)C(c1cccnc1)N(C(=O)c1csnn1)c1ccccc1 (stereo not given),-3%,4%,-8%,1%,-8%,89%,12%,-6,3%
CCc1c(C)nc(N)n2c(SCC(=O)N3CCCc4ccccc43)nnc12,-1%,-10%,?,1%,-9%,3%,-1%,-14,4%
CCCN(CC(=O)Nc1ccccc1C)C(=O)c1ccc(-c2ccc([N+](=O)[O-])cc2)o1,/,-14%,?,-12%,1%,/,-15%,-10,/
Cc1ccc(NC2c3ncccc3C(=O)N2Cc2cccs2)cc1 (stereo not given),-4%,-26%,?,-2%,-3%,13%,0%,-11,-8%
CCOC(=O)C1CCN(Cc2coc3ccc(Cl)cc3c2=O)CC1,1%,-16%,-3%[58.9 µM],0%,5%,-8%,2%,11,-4%
CCCc1cc(=O)[nH]c(SCC(=O)Nc2ccc3c(c2)CCC3)n1,0%,-9%,14%,-11%,2%,-3%,-1%,8,0%
COc1ccc(NC(=O)C(=O)NCC(c2ccco2)N2CCc3ccccc3C2)cc1OC (stereo not given),/,-8%,20%,-5%,-6%,/,15%,-11,/
CN(C(=O)CCN1CCCO1)C1CCCN(Cc2ccccc2F)C1 (stereo not given),2%,-11%,8%,7%,-4%,3%,5%,12,-1%
CSCCn1c(C(C)(C)C)cc(C(=O)O)c1C,-4%,-21%,-13%[58.9 µM],-2%,i,8%,9%,-6,3%
Cc1cc2ncc(-c3cccs3)nc2cc1C,-1%,3%,?,-6%,/,-3%,-1%,6,12%
COc1ccccc1-n1c(O)c(C=NCc2ccccn2)c2ccccc2c1=O,-7%,-1%,11%,-10%,i,40%,17%,11,-15%
CC(=O)Nc1ccc(S(=O)(=O)NCC2CCC(C(=O)N3CCCCC3)CC2)cc1 (stereo not given),0%,-4%,-9%,-8%,1%,-11%,43%[activator],2,1%
C/C(=N\NC(=O)CNC(=O)c1ccc2c(c1)OCO2)c1ccco1,1%,-19%,-5%,-8%,/,4%,2%,-4,-22%
COC(=O)c1ccc(NS(=O)(=O)c2ccccc2)o1,-3%,-18%,48%[activator],-3%,i,3%,-4%,4,0%
CCc1ccc(NC(=O)c2cc(-c3ccc(F)cc3)on2)cc1,-10%,-18%,16%,-8%,-6%,51%,5%,11,-3%
COc1ccc(NC(=O)C(Cc2ccccc2)NS(=O)(=O)c2ccc3c(c2)oc(=O)n3C)c(OC)c1 (stereo not given),1%,-2%,11%,-11%,-13%,12%,/,/,-7%
O=C(NCCCn1ccnc1)c1cc(-c2ccccc2)on1,-1%,-15%,13%,-4%,/,3%,-3%,3,-5%
Fc1cccc(COc2ccccc2C(=S)N2CCCC2)c1,-4%,-24%,152%[activator],0%,-1%,3%,?,-9,-10%
CCOC(=O)c1[nH]c2ccccc2c1NC(=S)Nc1cccc(C)c1,-1%,-8%,65%[activator],-29%,9%,-11%,-3%,/,3%
CCC(C)N(CCNC(=O)CC1Oc2ccc(C)cc2NC1=O)C1CCCCC1 (stereo not given),-9%,2%,-5%,0%,-3%,22%,-2%,10,-6%
O=C(CN1C(=O)NC2(CCCCCCC2)C1=O)NCc1ccc(Cl)cc1,/,-20%,53%[activator],-3%,-3%,/,-1%,0,/
Cc1nnc(SCC(=O)c2ccc(C(C)C)cc2)s1,-12%,2%,102%[activator],-12%,0%,1%,7%,3,?
CCOC(=O)c1cnc2c(C(=O)OC)cccc2c1NCCN1CCOCC1,3%,-13%,35%[activator],6%,1%,-4%,-6%,-1,-5%
CN(CC1CCCO1)S(=O)(=O)c1ccc(C(=O)Nc2ccc3c(c2)OCO3)cc1 (stereo not given),-14%,-6%,23%,-5%,-1%,-10%,-5%,3,-5%
CCn1c(=S)[nH]c2cc(S(=O)(=O)N3CCCCC3)ccc21,-2%,0%,33%,-7%[60.1 µM],-5%,7%,1%,?,3%
CCOC(=O)/C(=C\c1ccc(C)cc1)NC(=O)c1ccccc1,4%,-21%,4%,4%,-6%,26%,3%,-7,-16%
COC(=O)c1ccc(Oc2nc(C)cc(Oc3ccccc3)n2)cc1,-6%,-5%,-4%,-13%,-7%,1%,6%,3,2%
CCOC(=O)CNC(=O)N1CCc2cc(S(=O)(=O)N3CCC(C)CC3)ccc21,-1%,/,-15%,-8%,/,21%,/,1,-6%
O=S(=O)(O)C(c1ccccc1)C1(O)CCCCC1 (stereo not given),/,-9%,4%,-4%,-3%,/,/,-18,/
CNc1nc(SCc2ccc(C)cc2)nc2c1CCCC2,-1%,-17%,-6%,0%,-9%,10%,-1%,8,-24%
CCC(C)[C@H](NC(=O)[C@@H]1CSC2c3ccccc3C(=O)N21)C(=O)NCc1ccncc1 (stereo not given in full),1%,-5%,9%,3%,-1%,32%,20%,9,-12%
Cn1c2ccccc2c2nnc(SCCN3CCOCC3)nc21,1%,-9%,-19%,22%,i,80%,12%,5,7%
COc1ccc(C(=O)NCCc2nnc3ccc(SCC(=O)Nc4ccccc4F)nn23)cc1,-5%,-4%,12%,-11%,-2%,-15%,-14%,-5,-10%
CCCn1cc(CN2CCN(Cc3ccc(C)o3)C(CCO)C2)c(C)n1 (stereo not given),-4%,-12%,68%[activator],-8%,10%,8%,-1%,-12,-9%
CCc1ccccc1NC(=O)CN1C(=O)CCSc2ccc(S(=O)(=O)N3CCCC3)cc21,-3%,-6%,-4%,-9%[60.1 µM],i,13%,/,9,0%
CCOC(=O)c1cnc2c(c(C)nn2CC)c1NC1CC1,-2%,-13%,174%[activator],-10%,-6%,?,-1%,16,-10%

# Shown as tab-separated lines: entries from further up.
mol	BLM helicase inh	POLH inh	POLI inh	Pol kappa inh	Tb PGK inh	Pol beta inh	APEX1 inh	RXFP1 antagonist	Anesthetic bind
CCn1c(=S)[nH]c2cc(S(=O)(=O)N3CCCCC3)ccc21	-2%	0%	33%	-7%[60.1 µM]	-5%	7%	1%	?	3%
O=S(=O)(O)C(c1ccccc1)C1(O)CCCCC1 (stereo not given)	/	-9%	4%	-4%	-3%	/	/	-18	/

# Profiles, quoted from the list. Screens in order: BLM helicase inh | POLH inh | POLI inh | Pol kappa inh | Tb PGK inh | Pol beta inh | APEX1 inh | RXFP1 antagonist | Anesthetic bind
# `O=S(=O)(O)C(c1ccccc1)C1(O)CCCCC1` (stereo not given) reads / | -9% | 4% | -4% | -3% | / | / | -18 | /
# `Cn1c2ccccc2c2nnc(SCCN3CCOCC3)nc21` reads 1% | -9% | -19% | 22% | i | 80% | 12% | 5 | 7%
# `CCc1ccccc1NC(=O)CN1C(=O)CCSc2ccc(S(=O)(=O)N3CCCC3)cc21` reads -3% | -6% | -4% | -9%[60.1 µM] | i | 13% | / | 9 | 0%
# `COC(=O)c1ccc(Oc2nc(C)cc(Oc3ccccc3)n2)cc1` reads -6% | -5% | -4% | -13% | -7% | 1% | 6% | 3 | 2%
# `CCOC(=O)/C(=C\c1ccc(C)cc1)NC(=O)c1ccccc1` reads 4% | -21% | 4% | 4% | -6% | 26% | 3% | -7 | -16%

# The listing continues.
SMILES,BLM helicase inh,POLH inh,POLI inh,Pol kappa inh,Tb PGK inh,Pol beta inh,APEX1 inh,RXFP1 antagonist,Anesthetic bind
O=C(CN1C(=O)c2ccccc2S1(=O)=O)Nc1ncc(Cl)cc1Cl,/,22µM*,?,?,-6%,/,11%,-5,/
Cc1ccc(Nc2nnc(C(C)(C)C)c(=O)n2N)cc1,3%,2%,12%,-9%,i,16%,2%,3,0%
O=C(O)CCCN1C(=O)c2ccc(Oc3cccc([N+](=O)[O-])c3)cc2C1=O,2%,1%,2%,-19%,7%,1%,2%,-1,-6%
Cc1ccc(-c2nnc(-n3nnc4ccccc43)c3ccccc23)cc1,2%,-1%,20%,-11%,12%,15%,0%,-2,-11%
COC(=O)c1cc(NC(=O)c2c(Cl)cnn2C)cc(C(=O)OC)c1,-1%,-4%,9%,-5%,-1%,31%,-5%,/,2%
COc1cccc(NC(=S)NC2CC(C)(C)NC(C)(C)C2)c1,1%,1%,44%[activator],-2%,-2%,25%,8%,9,-1%
COc1cccc(CNC(=O)C2CCN(S(=O)(=O)c3ccc4c(c3)OCCO4)CC2)c1,0%,-10%,15%,1%,i,3%,8%,-6,-8%
O=C(CN(Cc1ccco1)Cc1ccco1)Nc1cc(S(=O)(=O)N2CCCCC2)ccc1Cl,/,-15%,-6%,5%,-12%,/,-6%,-4,/
COc1cc(C(=O)NC(=S)N(CCC#N)Cc2cccnc2)cc(OC)c1OC,/,-15%,6%,-6%,-7%,/,15%,0,/
COc1ccc(/C=C/c2noc(-c3ccccc3O)n2)cc1,1%,-10%,0%,-5%,-5%,13%,4%,-9,-8%

# Only part of the results is shown; rates above refer to the full screens.
